Tcruzi prolif = T. cruzi proliferation inhibition. T. cruzi beta-gal in NIH3T3, GalScreen luminescence, 90 h. 77,000 tested, 5.9% active. inhibition, % at 8.34 µM;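 active means mean inhibition above about 93%, with at least 55% of replicates each passing it, limit read from the data, passing the limit was not always enough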
Pf Dd2 growth = blocks growth of Plasmodium falciparum Dd2 parasites; P. falciparum Dd2 growth, SYBR Green, 72 h; hits give low values; activity change, % at 10 µM; 94,000 tested, 2.3% active; in the data active means activity change below about -80%
GASC1 inh = blocks human GASC-1 (KDM4C) demethylase activity; GST-KDM4C 2-372, H3K9me3 peptide, LANCE TR-FRET; inhibition, % at 12.5 µM; 96,000 tested, 0.15% active;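 active means mean replicate inhibition above about 25%, with at least 55% of replicates also reaching it, limit read from the data, passing the limit was not always enough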
Target sequence (Q9H3R0 2-372 limits assumed): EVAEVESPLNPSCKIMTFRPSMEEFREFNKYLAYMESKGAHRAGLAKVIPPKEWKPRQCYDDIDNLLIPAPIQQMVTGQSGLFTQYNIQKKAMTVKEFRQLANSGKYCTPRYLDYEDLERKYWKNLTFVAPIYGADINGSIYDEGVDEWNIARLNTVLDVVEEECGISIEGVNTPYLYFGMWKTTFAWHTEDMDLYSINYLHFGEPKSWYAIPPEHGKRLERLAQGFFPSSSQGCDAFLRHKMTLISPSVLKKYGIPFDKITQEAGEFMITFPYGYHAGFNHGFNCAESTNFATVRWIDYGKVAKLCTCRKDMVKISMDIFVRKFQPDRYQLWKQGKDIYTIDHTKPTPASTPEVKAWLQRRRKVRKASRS
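Material: N-terminal GST-fused human GASC-1 (KDM4C) fragment, residues 2-372. Input: 10 nM enzyme. Incubation: enzyme reaction 30 min, then detection 60 min, both room temperature. Doses: one test concentration per compound. Read-out basis: inhibition from TR-FRET ratio decrease. Detection: LANCE TR-FRET, excitation 340 nm, emissions 618 and 671 nm.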
C diff HTS = C. difficile growth inhibition. Clostridium difficile clinical isolate growth, OD600, 24 h; hits give low values. growth activity, negative = inhibition, % at 16 µg/mL (by protocol). 86,000 tested, 0.25% active. AID 1259249;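 active means mean growth activity at or below -80% and every replicate also at or below -80%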;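 further: 0% = DMSO wells and -100% = levofloxacin 16 µg/mL wells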
The depositor's hits bear a star; . = no result given; & = joins results of further samples.

SMILES	Tcruzi prolif	Pf Dd2 growth	GASC1 inh	C diff HTS
O=C(C[C@@H]1CC[C@@H](NC(=O)C2CCC2)[C@H](CO)O1)NCc1ccncc1	.	7.6	0.9	5.0
C[C@H](CO)N1C[C@H](C)[C@@H](CN(C)C(=O)CN(C)C)Oc2ncc(C#CCC3CCCC3)cc2C1=O	.	-21.5	3.4	-0.1
C[C@H]1CN([C@@H](C)CO)C(=O)c2cccc(NC(=O)Nc3ccccc3)c2O[C@@H]1CN(C)Cc1ccc(Cl)c(Cl)c1	10.9	-28.2	0.1	0.2
C[C@@H]1CN([C@@H](C)CO)C(=O)c2cccc(NC(=O)C3CCOCC3)c2O[C@@H]1CN(C)S(=O)(=O)c1cccs1	76.9	10.2	0.8	-1.7
Cc1ccccc1S(=O)(=O)N[C@@H]1CC[C@H](CCn2cc(-c3ccc(F)cc3)nn2)O[C@H]1CO	35.4	-11.6	0.2	.
COc1ccccc1C(=O)Nc1ccc2c(c1)OC[C@@H](C)N(CC1CC1)C[C@H](C)[C@@H](OC)CN(C)C2=O	-79.9	.	0.0	.
CC(C)C#Cc1cnc2c(c1)C(=O)N([C@H](C)CO)C[C@@H](C)[C@@H](CN(C)C(=O)Nc1cccc(F)c1)O2	21.0	-17.7	0.6	5.6
C[C@@H]1CN([C@H](C)CO)C(=O)c2cc(NC(=O)c3ccccc3)ccc2O[C@@H](C)CCCCO[C@@H]1CN(C)S(=O)(=O)c1cccs1	69.6	-79.9	-1.0	0.1
Cc1ccccc1S(=O)(=O)N1CCCCN2[C@@H](CO)[C@@H](c3ccc(-c4cccc(F)c4)cc3)[C@@H]2C1	55.0	-75.8	-5.4	39.2
COc1ccc2c3c(n(C)c2c1)[C@@H](CO)N(C(=O)c1ccc(F)cc1)CC31CCN(CC2CCOCC2)CC1	.	-48.0	0.5	-1.7
C[C@@H]1CN([C@@H](C)CO)C(=O)c2cc(NS(=O)(=O)c3ccc(F)cc3)ccc2O[C@@H]1CN(C)CC1CCCCC1	-8.9	17.6	-2.4	0.4
C[C@@H]1CCCCO[C@@H](CN(C)S(=O)(=O)c2ccc(Cl)cc2)[C@H](C)CN([C@@H](C)CO)C(=O)c2cc(NC(=O)Nc3ccccc3)ccc2O1	88.2	-67.1	-0.6	.
CNC[C@H]1OCCCC[C@@H](C)Oc2ccc(NS(=O)(=O)c3cn(C)cn3)cc2C(=O)N([C@@H](C)CO)C[C@@H]1C	50.1	35.3	0.7	8.3
COc1ccc2c3c([nH]c2c1)[C@H](CO)N(C(=O)Nc1cccc(F)c1)CC31CCN(CC2CC2)CC1	.	-48.0	-0.2	9.2
C[C@H](CO)N1C[C@H](C)[C@H](CN(C)S(=O)(=O)c2ccccc2)Oc2ccc(NS(C)(=O)=O)cc2C1=O	16.1	-3.8	-1.1	.
C[C@H](O)C#Cc1cnc2c(c1)C(=O)N([C@H](C)CO)C[C@H](C)[C@@H](CN(C)Cc1ccc(-c3ccccc3)cc1)O2	.	-56.7	1.2	0.4
CCCC#Cc1ccc([C@@H]2[C@H](CO)N3C(=O)CN(C(=O)c4ccccc4)C[C@@H]23)cc1	.	-5.4	-1.1	0.4
CCC(=O)N1[C@@H]2CN(S(=O)(=O)c3ccc(F)cc3)c3ccccc3[C@@H]2[C@@H]1CO	30.6	13.3	-0.9	-5.3
O=C(C[C@@H]1C=C[C@H](NC(=O)c2ccccc2)[C@H](CO)O1)Nc1ccc(-c2ccccc2)cc1	48.7	-45.6	-0.5	4.8
COCC#Cc1cnc2c(c1)C(=O)N([C@H](C)CO)C[C@@H](C)[C@@H](CN(C)C(=O)c1ccc3c(c1)OCO3)O2	16.3	40.0	-1.7	0.5
O=C(C[C@@H]1CC[C@@H]2[C@H](COC[C@@H](O)CN2Cc2ccccc2)O1)N1CCOCC1	21.2	-51.4	-2.5	12.0&0.0
C[C@@H]1CN([C@@H](C)CO)C(=O)CCCn2nncc2CO[C@H]1CN(C)Cc1ccc2c(c1)OCCN2C	-12.2&-42.1	-3.3&-2.1	2.1	-2.1&-5.0
COc1ccc2c3c(n(C)c2c1)[C@H](CO)N(C(=O)CN(C)C)CC31CCN(C(=O)NC(C)C)CC1	.	6.3	2.1	0.5
C[C@@H]1CN([C@H](C)CO)C(=O)Cc2cc(NC(=O)CCN3CCOCC3)ccc2O[C@@H]1CN(C)S(=O)(=O)c1cn(C)cn1	21.5	8.0	-1.2	-1.7
C[C@H]1CN([C@@H](C)CO)C(=O)Cc2cc(NC(=O)Nc3ccccc3)ccc2O[C@H]1CN(C)C(=O)NC1CCCCC1	2.1	0.0	-0.4	-2.4
CO[C@H]1CN(C)C(=O)c2cc(NC(=O)c3cnccn3)ccc2OC[C@H](C)NC[C@H]1C	-4.5	35.6	3.2	.
C[C@H](CO)N1C[C@H](C)[C@@H](CN(C)S(C)(=O)=O)Oc2c(NC(=O)c3cnccn3)cccc2C1=O	-85.0	9.2	-0.7	1.7
Cc1cccc(S(=O)(=O)N2[C@@H]3CNC[C@H]2C3c2ccc(-c3cccnc3)cc2)c1 (stereo partly specified)	.	4.8&-7.3	-2.1&-0.3	-4.7&-10.7
CNC[C@H]1Oc2ccc(NS(=O)(=O)c3cn(C)cn3)cc2C(=O)N([C@@H](C)CO)C[C@H]1C	-2.6	16.7	-1.0	-0.2
O=C(C[C@H]1CC[C@H](NC(=O)c2cnccn2)[C@@H](CO)O1)NCc1ccccc1F	-24.4	28.0	-0.6	.
CN(C)CC(=O)N1CC2(C1)[C@@H](c1ccccc1)[C@@H](CO)N2S(=O)(=O)c1ccccc1	.	5.8	.	-4.6
COCCNC(=O)C[C@H]1C[C@H]2c3cc(NC(=O)c4ccc5c(c4)OCO5)ccc3O[C@H]2[C@H](CO)O1	.	15.8	-3.5	-0.9
C[C@H](CO)N1C[C@H](C)[C@H](CN(C)S(=O)(=O)c2ccc(Cl)cc2)OCCCC[C@H](C)Oc2ccc(NS(C)(=O)=O)cc2C1=O	35.7	-26.4	-2.5	-8.7
C[C@@H]1CN([C@H](C)CO)C(=O)Cc2cc(NS(=O)(=O)c3cn(C)cn3)ccc2O[C@@H]1CN(C)Cc1ccc(Cl)c(Cl)c1	43.1	-2.5	-0.4	-8.7
COC(=O)C[C@@H]1C[C@H]2c3cc(NS(=O)(=O)c4ccccc4)ccc3O[C@H]2[C@@H](CO)O1	33.3	-19.8	0.0	-0.7
C[C@H]1CN([C@@H](C)CO)C(=O)Cc2cc(NC(=O)C3CC3)ccc2O[C@H]1CN(C)C(=O)NC1CCCCC1	-5.0	6.9	-0.1	0.5
C[C@H](CO)N1C[C@H](C)[C@H](CN(C)Cc2ccc(C(F)(F)F)cc2)Oc2c(NC(=O)Nc3ccc4c(c3)OCO4)cccc2C1=O	86.7	-8.6	0.3	4.7
C[C@@H]1CN([C@@H](C)CO)S(=O)(=O)c2ccc(-c3ccncc3)cc2O[C@@H]1CN(C)C(=O)C1CCC1	76.2	9.1	1.2	.
C/C=C/c1ccc2c(c1)O[C@H](CN(C)C(=O)C1CCC1)[C@@H](C)CN([C@H](C)CO)S2(=O)=O	75.1	2.7	-2.4	.
COc1ccc(S(=O)(=O)N(C)C[C@H]2Oc3c(NS(=O)(=O)c4c(C)noc4C)cccc3C(=O)N([C@H](C)CO)C[C@H]2C)cc1	12.1	-7.3	1.7	-14.5
CC(C)[C@H]1COCc2cn(nn2)CC[C@H](Cc2ccccc2)C(=O)N1	.	.	-0.5	3.4
COc1ccc(NC(=O)N(C)C[C@H]2Oc3c(NC(=O)Nc4ccc5c(c4)OCO5)cccc3C(=O)N([C@H](C)CO)C[C@H]2C)cc1	-20.2	-68.6	0.0	-0.8
CCN1[C@@H]2c3ccc(-c4ccc(C(=O)N(C)C)cc4)c(=O)n3C[C@@H]2[C@@H](CO)[C@@H]1C(=O)NCCOC	63.1	3.4	11.9	-5.0
C[C@@H]1CCCCO[C@@H](CN(C)C(=O)Nc2ccccc2)[C@H](C)CN([C@H](C)CO)C(=O)c2cc(NC(=O)Nc3cccc4ccccc34)ccc2O1	93.2	-43.9	-2.4	.
O=C(C[C@@H]1CC[C@@H](NC(=O)c2cccnc2)[C@H](CO)O1)NCCN1CCCCC1	.	3.8	-1.2	-5.4
C[C@@H]1CN([C@@H](C)CO)C(=O)c2cccc(NC(=O)Nc3ccccc3)c2O[C@@H]1CN(C)Cc1ccc(Oc2ccccc2)cc1	-37.7	-46.1	.	-29.8
CC(C)NC(=O)N(C)C[C@@H]1Oc2ccc(NC(=O)C3CC3)cc2C(=O)N([C@@H](C)CO)C[C@H]1C	86.8	11.7	0.1	1.0
C[C@H]1CCCCO[C@@H](CN(C)S(=O)(=O)c2ccc(F)cc2)[C@@H](C)CN([C@@H](C)CO)C(=O)c2cc(NC(=O)Nc3ccc4c(c3)OCO4)ccc2O1	.	-36.4	.	-11.7
Cc1noc(C)c1NC(=O)Nc1ccc2c(c1)C(=O)N([C@H](C)CO)C[C@H](C)[C@H](CN(C)C(=O)NC1CCCCC1)OCCCC[C@@H](C)O2	.	0.2	-2.7	3.5
COc1ccc2c3c(n(C)c2c1)[C@H](CO)N(Cc1ccccc1F)CC31CCN(C(C)=O)CC1	.	-56.2	0.1	5.2

Pulled by compound from above, 5 records:
SMILES	Tcruzi prolif	Pf Dd2 growth	GASC1 inh	C diff HTS
COc1ccc(NC(=O)N(C)C[C@H]2Oc3c(NC(=O)Nc4ccc5c(c4)OCO5)cccc3C(=O)N([C@H](C)CO)C[C@H]2C)cc1	-20.2	-68.6	0.0	-0.8
CC(C)[C@H]1COCc2cn(nn2)CC[C@H](Cc2ccccc2)C(=O)N1	.	.	-0.5	3.4
C[C@@H]1CCCCO[C@@H](CN(C)C(=O)Nc2ccccc2)[C@H](C)CN([C@H](C)CO)C(=O)c2cc(NC(=O)Nc3cccc4ccccc34)ccc2O1	93.2	-43.9	-2.4	.
C[C@@H]1CN([C@@H](C)CO)C(=O)c2cccc(NC(=O)Nc3ccccc3)c2O[C@@H]1CN(C)Cc1ccc(Oc2ccccc2)cc1	-37.7	-46.1	.	-29.8
Cc1noc(C)c1NC(=O)Nc1ccc2c(c1)C(=O)N([C@H](C)CO)C[C@H](C)[C@H](CN(C)C(=O)NC1CCCCC1)OCCCC[C@@H](C)O2	.	0.2	-2.7	3.5

More entries follow.
SMILES	Tcruzi prolif	Pf Dd2 growth	GASC1 inh	C diff HTS
O=C(C1CCCC1)N1CC2(C1)[C@H](c1ccccc1)[C@@H](CO)N2Cc1ccccc1F	.	-13.0	0.3	11.8
O=C(c1cccc(F)c1)N1CC[C@@H]2[C@@H](CO)Nc3ccc(-c4ccc(F)cc4)cc3[C@@H]21	87.3	13.1	-4.3	-2.1
Cc1ccc(S(=O)(=O)Nc2ccc3c(c2)CC(=O)N([C@@H](C)CO)C[C@H](C)[C@@H](CN(C)S(=O)(=O)c2cccs2)O3)cc1	21.9	-10.8	1.3	3.9
C[C@@H]1CCCCO[C@H](CN(C)S(=O)(=O)c2cccs2)[C@@H](C)CN([C@@H](C)CO)C(=O)c2cc(NS(=O)(=O)c3cccs3)ccc2O1	.	-66.2	-0.5	3.7
C[C@@H]1CN([C@H](C)CO)C(=O)CCCn2nncc2CO[C@@H]1CN(C)Cc1ccc(Oc2ccccc2)cc1	32.9	-29.7	0.7	-1.4
Cc1noc(C)c1NC(=O)N(C)C[C@H]1OCCCC[C@H](C)Oc2ccc(NC(=O)Nc3ccc(F)cc3)cc2C(=O)N([C@@H](C)CO)C[C@@H]1C	-32.9	-7.5	6.2	0.7
C[C@H]1CN([C@@H](C)CO)C(=O)c2cc(NS(=O)(=O)c3cccs3)ccc2O[C@H]1CN(C)C	32.4	5.8	2.4	-1.1
Cn1cnc(CCNC(=O)C[C@@H]2CC[C@@H]3[C@H](COC[C@H](O)CN3C(=O)C3CCCC3)O2)c1	21.3	26.5	-1.9	-5.9&-7.1
Cc1noc(C)c1S(=O)(=O)N(C)C[C@H]1OCCCC[C@@H](C)Oc2ccc(NC(=O)NC(C)C)cc2C(=O)N([C@@H](C)CO)C[C@H]1C	58.3	-16.2	-0.4	-0.7
C[C@H]1CN([C@@H](C)CO)C(=O)Cc2cc(NC(=O)C3CC3)ccc2O[C@@H]1CN(C)S(=O)(=O)c1ccc(Cl)cc1	13.3	-33.2	0.1	2.6
O=C(C[C@H]1CC[C@@H](NC(=O)Nc2ccccc2)[C@@H](CO)O1)NCc1cccc(F)c1	.	-2.8	2.8	-6.0
CCS(=O)(=O)N1CC2(CN(Cc3ccc(OC)cc3)[C@@H](CO)c3c2c2ccc(OC)cc2n3C)C1	.	-34.8	-2.8	-1.1
O=C(C1CCCC1)N1C[C@H]2[C@@H](c3ccccc31)[C@@H](CO)N2C(=O)c1cccnc1	35.6	19.3	-1.4	-5.3
C[C@@H]1CN([C@H](C)CO)C(=O)c2cc(NS(=O)(=O)c3cccs3)ccc2O[C@@H](C)CCCCO[C@@H]1CN(C)Cc1ccc(C(F)(F)F)cc1	97.6*	-55.0	-0.1	7.7
COc1ccc(S(=O)(=O)Nc2ccc3c(c2)C(=O)N([C@H](C)CO)C[C@H](C)[C@@H](CN(C)Cc2ccc(C(F)(F)F)cc2)O3)cc1	75.7	-15.4	1.2	3.2
C[C@H](CO)N1C[C@H](C)[C@H](CN(C)C(=O)Nc2ccccc2)Oc2ncccc2C1=O	45.1	-7.6	-0.6	-2.2
COc1cccc(NC(=O)N2CC(=O)N3[C@H](C2)[C@H](c2ccc(C4=CCCCC4)cc2)[C@@H]3CO)c1	.	18.1	-0.4	31.1
